Source: PubChem (National Center for Advancing Translational Sciences (NCATS))
IMPase inh: IMPase inhibition in cells | CHO-M1 cells, IP1 accumulation, HTRF TR-FRET ratio | inhibition (IP1 accumulation), % at 46.1 µM | 120,000 tested, under 10 active | AID 901; active = well fitted curve in the direction sought with a large enough effect in the signal ratio, not every such curve was filed as active; inconclusive = small, poorly fitted or top-dose-only effect, or a change in a side signal; inactive = no such curve, though single readings can be large or run the other way; the % refers to the signal ratio;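 note: cells stimulated with carbachol in lithium chloride buffer; plate controls were DMSO basal wells for no effect and reference inhibitor wells for full effect; higher means more IMPase inhibition seen as more IP1 and lower FRET ratio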
Target sequence (P97697 whole entry, looked up): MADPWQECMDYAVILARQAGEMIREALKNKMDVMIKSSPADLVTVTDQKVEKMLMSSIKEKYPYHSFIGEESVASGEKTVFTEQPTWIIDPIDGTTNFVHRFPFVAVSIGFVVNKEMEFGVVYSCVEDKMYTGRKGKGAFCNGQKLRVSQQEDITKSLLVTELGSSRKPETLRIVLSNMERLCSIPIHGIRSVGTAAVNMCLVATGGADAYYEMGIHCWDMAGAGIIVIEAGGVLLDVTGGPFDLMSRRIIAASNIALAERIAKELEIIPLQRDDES
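Measured: the HTRF emission ratio (665/620 nm) plus the 620 nm donor channel, each fitted to the Hill equation to give AC50. Cells were CHO-M1 given compounds up to 46 uM and a 30 min carbachol stimulation at 37C.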
15-hLO-2 inh: blocks human 15-lipoxygenase 2 activity; purified 15hLO-2, xylenol orange hydroperoxide absorbance; Potency, µM (doses to about 57.1 µM), for inactives: at the highest dose activity change, negative = inhibition, usual class: inhibitors; hit rate 0.56% among 110,000; note: potency is the fitted concentration of half-maximal effect; nearly all actives have a fitted effect of over 60% in size; many of its hits are not listed in these tables
Target sequence (O15296 whole entry, looked up): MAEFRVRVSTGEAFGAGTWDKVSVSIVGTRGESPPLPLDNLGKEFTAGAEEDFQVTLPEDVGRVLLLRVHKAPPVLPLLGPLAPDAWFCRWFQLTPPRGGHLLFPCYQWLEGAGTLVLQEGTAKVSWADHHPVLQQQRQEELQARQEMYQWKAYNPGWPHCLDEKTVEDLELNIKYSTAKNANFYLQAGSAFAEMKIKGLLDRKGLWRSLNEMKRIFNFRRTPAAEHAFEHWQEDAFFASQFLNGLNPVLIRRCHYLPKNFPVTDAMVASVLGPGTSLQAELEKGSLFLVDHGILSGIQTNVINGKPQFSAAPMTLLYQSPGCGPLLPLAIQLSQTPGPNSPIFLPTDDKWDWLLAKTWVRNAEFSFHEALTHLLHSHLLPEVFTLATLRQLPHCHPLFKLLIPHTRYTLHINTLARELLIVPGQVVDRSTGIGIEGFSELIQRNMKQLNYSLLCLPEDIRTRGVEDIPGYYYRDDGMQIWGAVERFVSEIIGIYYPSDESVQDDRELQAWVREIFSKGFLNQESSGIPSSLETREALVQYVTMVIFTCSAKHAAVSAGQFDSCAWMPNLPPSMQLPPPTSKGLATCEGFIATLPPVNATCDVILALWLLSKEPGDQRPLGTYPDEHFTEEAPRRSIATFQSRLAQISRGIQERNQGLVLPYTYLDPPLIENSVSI
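Read-out: hydroperoxide product oxidises ferrous iron, measured as xylenol orange complex via the 573-to-405 nm absorbance ratio after 30 min. Reaction: 50 nM enzyme, 15 min compound preincubation, 45 uM arachidonic acid, 90 min RT, Hepes pH 7.5 with Triton X-100.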
12-hLO inh: 12-hLO (ALOX12) enzyme inhibition; hit rate 0.12% among 150,000; Potency, µM (series often up to 57.1 µM), for the others: top-dose activity change, negative = inhibition, most hits filed as inhibitors; purified 12-hLO, xylenol orange hydroperoxide absorbance; P18054; note: potency is the fitted concentration of half-maximal effect; nearly all actives have a fitted effect of over 55% in size; many of its hits are not listed in these tables
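Xylenol orange chromogenic assay: hydroperoxide from 12hLO oxidises Fe(II), giving red-shifted Fe(III)-XO absorbance. Conditions: 150 nM enzyme, 40 uM arachidonic acid, 25 mM Hepes pH 7.0, 0.01% Triton X-100, 30 min, room temperature.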
PNC inhibitor: inhibitors of perinucleolar compartment assembly. PC3M PTB-GFP, PNC prevalence imaging, 16 h; stronger effect = lower value. activity change (PNC), negative = inhibition, % at 10 µM. hit rate 3.1% among 140,000. AID 2417;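 active = readout at or below -70, meaning at least 70% loss of cells showing the perinucleolar compartment, a nuclear body marking cancer cells; inconclusive = readout between -30 and a set limit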;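 note: plate controls were DMSO wells for no effect and camptothecin positive control wells for full effect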
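Compounds are pinned in duplicate onto adhered PC3M cells stably expressing GFP-tagged PTB and incubated 16 h at 37 C. Cells are then fixed, nuclei stained with Hoechst, and PNC-positive cells counted.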
Numbers without * were called inactive; ? = inconclusive; · = not tested or not shown; [ ] = remark or other dose. Unless noted, calls come from the whole dose curve; as a rule, active = well fitted curve in the direction sought with a large enough effect; inconclusive = small, poorly fitted or top-dose-only effect, or another doubt; inactive = no such curve, though single readings can be large; an effect the other way counts as inactive or inconclusive. Unless noted, % is set by controls: 0 for no effect and ±100 for the full control effect. Not all compounds are listed (hit frequency here may not be typical).

SMILES | IMPase inh | 15-hLO-2 inh | 12-hLO inh | PNC inhibitor
Cc1ccc(N(C(C)C(=O)N2CCCCC2)S(C)(=O)=O)cc1C (stereo not given) | -8 | -2% | 1% | ?
C[C@]12CCC3c4ccc(O)cc4CCC3[C@@H]1CCC2=O (stereo not given in full) | -1[20.6 µM] | -2%[25.6 µM] | -3%[25.6 µM] | ·
O=C(c1cn(CC(=O)N2CCCCC2)c2ccccc12)C1CC1 | -9 | 3% | -5% | ?
COc1ccc(/C=N/Nc2nc(-c3cccc(S(=O)(=O)N4CCCC4)c3)cs2)c(OC)c1 | · | · | -3% | 51
O=C(c1nn2c(C(F)(F)F)cc(-c3cccs3)nc2c1Br)N1CCCc2ccccc21 | · | · | -2% | ?
O=C(COC(=O)c1ncc(Cl)c(Cl)c1Cl)Nc1ccccc1OC(F)F | · | · | 4% | ?
Cc1cccc(Cl)c1NC[C@H](O)CN1CCN(C)CC1 | · | -3%[11.4 µM] | 4%[11.4 µM] | ·
O=C(Nc1ncc(Cc2cccc(Cl)c2)s1)c1ccc([N+](=O)[O-])cc1 | 7 | · | -1% | 33
C[C@H](CCC(=O)NN)[C@@H]1CC[C@@H]2[C@H]3CC[C@H]4C[C@@H](O)CC[C@@]4(C)[C@@H]3CC[C@]21C | · | 35%[activator][11.4 µM] | -7%[11.4 µM] | ·
C[C@@H](Cc1ccccc1)Nc1ncnc2c1ncn2[C@@H]1O[C@@H](CO)[C@H](O)[C@@H]1O | 0 | 4% | ? | ·

Profiles as entered above. Values in the order: IMPase inh, 15-hLO-2 inh, 12-hLO inh, PNC inhibitor
O=C(c1nn2c(C(F)(F)F)cc(-c3cccs3)nc2c1Br)N1CCCc2ccccc21 as listed: ·, ·, -2%, ?
O=C(COC(=O)c1ncc(Cl)c(Cl)c1Cl)Nc1ccccc1OC(F)F as listed: ·, ·, 4%, ?
C[C@]12CCC3c4ccc(O)cc4CCC3[C@@H]1CCC2=O (stereo not given in full) as listed: -1[20.6 µM], -2%[25.6 µM], -3%[25.6 µM], ·
O=C(c1cn(CC(=O)N2CCCCC2)c2ccccc12)C1CC1 as listed: -9, 3%, -5%, ?
Cc1ccc(N(C(C)C(=O)N2CCCCC2)S(C)(=O)=O)cc1C (stereo not given) as listed: -8, -2%, 1%, ?

Continued.
SMILES | IMPase inh | 15-hLO-2 inh | 12-hLO inh | PNC inhibitor
CCN(CC)C(=O)CSc1nc2ncc(Cl)cc2[nH]1 | -8 | 2% | -3% | ?
CCn1c(C)c(C(C)=O)c(N2CCN(c3ccccn3)CC2)nc1=S | 3 | 2% | -9% | 6
CCc1cc(/C(Cc2ccc3ccccc3n2)=N\O)c(O)cc1O | -9 | 10% | -16% | -14
COc1cc(CC(=O)OCC(=O)c2ccc3c(c2)OCCO3)cc(OC)c1OC | -5 | 4% | 1% | ?
CCCc1nc2ccccc2c(C(=O)OCC(=O)Nc2cccc(S(=O)(=O)N3CCOCC3)c2)c1CC | 7 | 6% | 1% | 43
O=c1c2c(nc3cc(-c4ccc(Cl)cc4)[nH]n13)CCS2 | · | · | -1% | 84
O=C(COC(=O)c1cccc(C(=O)OCC(=O)NC2CCCCC2)n1)NC1CCCCC1 | ? | -10% | -3% | 3
Cc1cccn2c(=O)c(/C=C(\C#N)C(=O)NCc3ccco3)c(N3CCCCC3)nc12 | 11 | · | -5% | -23
Clc1ccc(-c2nnc3sc(-c4ccccn4)nn23)cc1 | 0 | -6% | -7% | ?
Cc1ccc(C(=O)N/C(=C\c2cccs2)C(=O)NC2CCCCC2)cc1 | 4 | 2% | 2% | 16
OCCN1CCN(c2nc(NCc3ccco3)c3ccccc3n2)CC1 | ? | · | 1% | -88*
O=C(CCc1ccccc1)N/N=C/c1cc(Br)ccc1O | -4 | · | -10% | -20
COC(=O)C1=C(N)Oc2cc(C)n(Cc3cccnc3)c(=O)c2C1c1ccc(OC)c(OC)c1 (stereo not given) | 3 | 0% | -5% | -23
Cc1sc2ncn3cnnc3c2c1C | -4 | 4% | 1% | -16
CC(C)C[C@H](NC(=O)N1CCCCCC1)C(=O)N[C@H](Cc1cn(C)c2ccccc12)C(=O)N[C@H](Cc1ccccn1)C(=O)O | 1 | 6% | 2% | ·
CC(=O)c1cccc(NC=C2C(=O)OC3(CCCCC3)OC2=O)c1 | 8 | -1% | -3% | 0
CC(=O)N1CCN2C(=O)C1CCCC(=O)c1cc(C)ccc12 (stereo not given) | -10 | · | 4% | 207
Cc1ccc(-n2c(O)c(C=Nc3cc(C)on3)c3ccccc3c2=O)c(C)c1 | · | · | 4% | ?
CCCOc1ccc(/C=c2\sc3nc(-c4ccco4)nn3c2=O)cc1OCC | 10 | -2% | 2% | -5
CCc1nnc2n1N=C(c1ccc(OC)cc1)CS2 | 12 | · | -3% | 25
CCCC(=O)n1nc(-c2ccc(OC)cc2)nc1N | 1 | -1% | -2% | 9
CCn1c(SCC(N)=O)nnc1-c1cc2c(C)nn(-c3ccccc3)c2s1 | 7 | -14% | 1% | 32
CCCNC(=O)Cn1cnc2sc(C(=O)N3CCN(c4ccc(F)cc4)CC3)c(C)c2c1=O | -7 | 5% | 3% | ?
CS(=O)(=O)CCC(C(=O)OCC(=O)c1ccc(Cl)cc1)N1C(=O)c2ccccc2C1=O (stereo not given) | · | · | 0% | 14
CC(C)Cn1c(SCc2nc3ccccc3c(=O)[nH]2)nc2ccccc2c1=O | 1 | 14% | 1% | 28
CCc1ccc(/C=N/NC(=O)c2cc(C)on2)s1 | · | · | -2% | 113
CCN[C@@H]1C[C@H](C)S(=O)(=O)c2sc(S(N)(=O)=O)cc21 | -5[20.6 µM] | 9%[25.6 µM] | -1%[25.6 µM] | ·
C(=N\N=C\c1cccnc1)/c1cccnc1 | · | · | 1% | -17
CN1CCN(CC(=O)C23CC4CC(CC(C4)C2)C3)CC1 | 4 | -7% | -5% | ?
Cc1ccc(S(=O)(=O)/N=C(\Nc2cc(C)on2)c2ccc(Cl)cc2)cc1 | · | · | -7% | 8
CCC1CCCCN1C(=O)CN1C(=O)CSC1=O (stereo not given) | -5 | -7% | 3% | -26
Cc1nc2cc(S(=O)(=O)N(C)C)ccc2n1-c1ccccc1 | 6 | 6% | 8% | -21
O=[N+]([O-])c1ccccc1/C=N/Nc1nnc(-c2ccccc2)c(-c2ccccc2)n1 | 4 | · | -3% | -5
Cc1ccccc1N/C(SCc1cccc(Br)c1)=C(/C#N)C(N)=O | · | · | -2% | -25
COC(=O)CNC(=O)c1c(-c2ccccc2Cl)noc1C | 11 | -3% | 5% | 6
CCC(C)NC(=O)CCS(=O)(=O)c1ccc(Br)s1 (stereo not given) | -2 | 10% | -1% | ?
CCC1=NN2C(=N)/C(=C/c3c(C)nn(-c4ccccc4)c3Cl)C(=O)N=C2S1 | · | · | -3% | 2
CCOc1cc(/C=C2\N=C(SCC)SC2=O)cc([N+](=O)[O-])c1OC(C)=O | 9 | -27% | -18% | ?
COc1ccc2cc(C#N)c(SCC(=O)NNC(=O)Cc3ccccc3)nc2c1 | -2 | ? | 2% | ?
COc1nc(-c2ccncc2)nc2ccccc12 | 8 | · | 9% | -4
Cc1cc(C)nc(SCNC(=O)c2ccc(F)cc2)n1 | 8 | -1% | -13% | 48
CCOc1ccc(/C=N/OCC(=O)NCc2ccc3c(c2)OCO3)cc1OC | -4 | · | -3% | 27
CN1C(=O)CC2(CC(=O)N(Cc3ccccc3)C2)C1=O (stereo not given) | 1 | · | 0% | 162
CC(C)(C)NC(=O)[C@H]1CN(Cc2cccnc2)CCN1C[C@@H](O)C[C@@H](Cc1ccccc1)C(=O)N[C@H]1c2ccccc2C[C@H]1O | · | 0%[0.0915 µM] | -4%[0.00818 µM] | ·
CC(=O)OC1CC[C@]2(C)C(CC(OC(C)=O)[C@]3(C)C2CC[C@@]2(C)C(c4ccoc4)OC(=O)C4O[C@]432)C1(C)C (stereo not given in full) | · | -1% | -2% | ·
Cc1ccc(NC(=O)N2CCC(NC(=O)c3ccccc3C)CC2)cc1 | 4 | 10% | -1% | -7
Cc1cccc(NC(=O)c2ccc(COc3ccc(Cl)cc3Cl)o2)n1 | 6 | 27% | -9% | 5
Cc1nnc(N2CCN(Cc3ccccc3)CC2)[nH]c1=O | -4 | 5% | -4% | ?
Cc1nc2ccccc2n1C(=O)N1CCOCC1 | 2 | · | 0% | 457
c1cc2c(cc1Oc1nc(N3CCOCC3)nc(N3CCOCC3)n1)OCO2 | 5 | 0% | -3% | 35
Going on with the list:
SMILES | IMPase inh | 15-hLO-2 inh | 12-hLO inh | PNC inhibitor
Cc1ccc(CNC(=O)COC(=O)c2ccc(Cl)c(N)c2)cc1 | -3 | · | -4% | -19
Cc1onc(-c2ccccc2)c1C(=O)Nc1c(C)n(C)n(-c2ccccc2)c1=O | -1 | -3% | -4% | ?
CC(=NC1CCCCC1)C1=C(O)c2ccccc2C1=O | 2 | 16µM* | -10% | 34
C[C@]1(C(=O)O)C=C[C@@H](Cc2ccccc2)N1C(=O)c1ccccc1 | · | · | -1% | 26
O=C(Nc1ccccc1)c1ccc(-c2ccccc2C(F)(F)F)o1 | · | · | -3% | 53
C=CCn1c(O)c(C=Nc2ccc(Cc3ccncc3)cc2)c(=O)[nH]c1=S | 2 | -8% | 4% | 32
O=C1SCCc2c1n(Cc1ccccc1)c1ccccc21 | · | · | -9% | 41
Cc1ccc(N2CCCn3c2nc2c3c(=O)n(CCN3CCOCC3)c(=O)n2C)cc1 | -9 | 7% | -4% | 4
CN(C)C(=O)c1cc(Br)ccc1Cl | -2 | -6% | 8% | 77
Cc1ccn(-c2cccc(-n3ccc(C)n3)n2)n1 | · | · | 1% | -4
CCS(=O)(=O)N1CCC(C(=O)NCc2ccccn2)CC1 | -5 | 6% | 2% | ?
CSc1nc(=S)n(Cc2ccccc2)c(C)c1C(C)=O | · | · | -6% | -23
O=C1OCC/C1=C\c1ccccc1 | · | · | -1% | 45
Cc1ccc(OC(=O)c2cccc([N+](=O)[O-])c2)c(-n2nc3ccccc3n2)c1 | 1 | · | -1% | -16
C/C=C/C(=O)OCC(=O)Nc1ccc(F)cc1Cl | -14 | -3% | 5% | 90
O=C(NC1CCCC1)C(c1ccsc1)N(CCc1ccccc1)C(=O)Cc1cccs1 (stereo not given) | · | · | 2% | 73
O=C(CCNS(=O)(=O)c1c(Cl)cccc1Cl)OCC(=O)c1ccccc1F | · | · | 2% | ?
O=C(CN1CCCCCC1)Nc1cccc(Br)c1 | -1 | 28% | -2% | 26
CN(C)C(CNC(=O)c1cccc(S(=O)(=O)N(C)C)c1)c1ccccc1 (stereo not given) | 3 | -6% | -4% | -12
COc1cc(C=O)ccc1OCCCOc1ccc([N+](=O)[O-])cc1 | · | · | -2% | -7
Fc1ccc(Nc2ccnc(Nc3ccc(F)cc3)n2)cc1 | · | · | ? | 5
O=C(COC(=O)CCC(=O)c1cccs1)Nc1ccc(Cl)cn1 | · | · | -20% | -5
CCC(=O)N1CCN(c2ccccc2NC(=O)Cc2ccc(Cl)cc2)CC1 | 18 | -2% | -5% | ?
O=C(N/N=C/c1ccc(Br)o1)/C(=C/c1ccc([N+](=O)[O-])cc1)NC(=O)c1ccccc1 | 4 | -21% | -11% | 14
Cc1oc(-c2ccccc2)[n+]([O-])c1C | -9 | 1% | -5% | -20
C[C@@H]1[C@H](O)[C@@H](C)/C=C/C=C/C=C/C=C/C=C/C=C/C=C/[C@H](O[C@@H]2O[C@H](C)[C@@H](O)[C@H](N)[C@@H]2O)C[C@@H]2O[C@](O)(C[C@@H](O)C[C@@H](O)[C@H](O)CC[C@@H](O)C[C@@H](O)CC(=O)O[C@H]1C)C[C@H](O)[C@H]2C(=O)O | · | 4% | 0% | ·
O=C(NCc1ccc2c(c1)OCO2)c1ccc(S(=O)(=O)NCC2CCCO2)cc1 (stereo not given) | -1 | -1% | -5% | 41
CCS(=O)(=O)NCCc1ccc(OC)c(OC)c1 | 7 | 1% | 2% | -5
COc1ccccc1N1CC(C(=O)OC(C)C(=O)N2CCCc3ccccc32)CC1=O (stereo not given) | 0 | 0% | -1% | ?
